Bioassay records deposited in PubChem BioAssay by Emory University Molecular Libraries Screening Center.
14-3-3 PPI: modulators of 14-3-3 gamma protein binding, primary screen, biochemical, fluorescence polarization; FP, 14-3-3gamma / TMR-pS259-Raf peptide binding; inhibition, % at 40 µM; 0.19% of 160,000 active; 14-3-3 protein gamma (Homo sapiens), P61981; AID 422, 2006; in the data active = inhibition above about 30%;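 note: 0% = protein plus tracer without compound and 100% = blank with tracer alone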
Target sequence (P61981 whole entry, looked up): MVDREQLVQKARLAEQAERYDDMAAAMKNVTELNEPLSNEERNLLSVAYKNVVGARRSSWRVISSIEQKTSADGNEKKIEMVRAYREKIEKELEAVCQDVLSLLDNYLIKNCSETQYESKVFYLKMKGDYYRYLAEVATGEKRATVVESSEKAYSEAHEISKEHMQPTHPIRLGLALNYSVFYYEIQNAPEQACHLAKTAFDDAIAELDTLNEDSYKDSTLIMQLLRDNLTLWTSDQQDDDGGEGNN
* = called active by the depositor; & = joins results of further samples. Some of the compounds tested (hit frequency here may not be typical).

14-3-3 PPI	compound
1	CC1=C(C(=O)Nc2cc(C)ccn2)C(c2ccc(F)cc2)C2=C(CC(C)(C)CC2=O)N1 (stereo not given)
2	COc1ccc(C(=O)Nc2ccccc2C(=O)NCCN2CCOCC2)cc1
-5	Cc1cc(C)n(CCc2nc(-c3cccs3)cs2)n1
-25	CCOc1ccc(/C(O)=C2\C(=O)C(=O)N(c3nc(C)c(C(=O)OC)s3)C2c2ccc(C)cc2)cc1C (stereo not given)
-6	CCCCSc1nnc2c(n1)OC(c1cccc(F)c1)N(C(C)=O)c1ccccc1-2 (stereo not given)
-2	CCOC(=O)c1cccc(N2C(=O)C3C4c5ccccc5C(c5ccccc54)C3C2=O)c1 (stereo not given)
-1	CC1CCN(S(=O)(=O)c2ccc3nc(-c4cccnc4)cc(C(=O)NCc4ccccc4Cl)c3c2)CC1
-1	COC(=O)Cn1c(CN2CCc3ccccc3C2)nc2c1c(=O)n(C)c(=O)n2C
1	CCC1(C(=O)O)NC(c2cccc(OC)c2O)C2C(=O)N(c3ccccc3)C(=O)C21 (stereo not given)
-8	CCC(C)Sc1nc2c(c(=O)n1-c1ccc([N+](=O)[O-])cc1)SCC2 (stereo not given)
-15	O=C(C1CC1)N1CCc2cc(Br)cc(S(=O)(=O)NCc3ccc(Cl)cc3)c21
-8	COc1ccc(-c2nnc3ccc(SCC(=O)N4CCN(c5ccccc5)CC4)nn23)cc1OC
-8	OC(COc1ccc(C2C=CCC2)cc1)CN1CCCCC1 (stereo not given)
-3	O=C1CS/C(=N\C(=O)NC2CCCCC2)N1
-7	Cc1nc2ccccc2c2nc(NC(=O)c3sc4ccccc4c3Cl)nn12
-1	Cc1ccc(S(=O)(=O)N(CC(=O)Nc2c(C)n(C)n(-c3ccccc3)c2=O)c2ccccc2F)cc1
-12	O=S(=O)(c1ccc(-c2csc(=Nc3cccc4ccccc34)n2CCCCO)cc1)N1CCCCC1
-3	Cc1ccc(C(C(=O)NC2CCCC2)N(C)C)cc1 (stereo not given)
-10	CC(NC(=O)c1cc(=O)[nH]c2ccc(S(=O)(=O)N3CCCCC3C)cc12)c1ccccc1 (stereo not given)
2	CCOc1ccc2c(c1)C(=O)c1cc(OCC(=O)O)ccc1-2
-12	O=c1oc2cc3occ(-c4ccc(Br)cc4)c3cc2c2c1CCC2
-8	Cc1ccc(Cn2c(CN3CC(C)OC(C)C3)nc3c2c(=O)n(C)c(=O)n3C)cc1 (stereo not given)
-7	CC1CCCCC1NC(=O)CCS(=O)(=O)c1cccc2nonc12 (stereo not given)
1	C1CCN(c2nc3nonc3nc2N2CCCC2)C1
-13	Cc1cccc(CN2C(=O)c3ccccc3Sc3ccc(C(=O)NCC4CCCO4)cc32)c1 (stereo not given)
0	COc1ccc(OC)c(S(=O)(=O)N2CCC(C(=O)NCc3ccccc3)CC2)c1
-7	C=CCn1c(=N)n(CC(O)c2ccc(C)cc2)c2ccccc21 (stereo not given)
3	CCC(=O)N1CCc2cc(Br)cc(S(=O)(=O)CCC(=O)Nc3ccc(C)cc3C)c21
-1	CCCS(=O)(=O)N1CCN(C(=O)CCC2CCCC2)CC1
-11	O=C(CSc1nc2[nH]ncc2c(=O)n1-c1ccc(Br)cc1)Nc1ccc2c(c1)OCCO2
6	CC(=O)N1CCc2cc(Br)cc(S(=O)(=O)NCC(=O)O)c21
3	Cc1cc(C)c2c(=O)[nH]n(C(C)C)c2n1
14	COc1ccc(OC)c(S(=O)(=O)Nc2ccccc2SC)c1
-9	COc1cccc(/C(O)=C2/C(=O)C(=O)N(CCN(C)C)C2c2ccc(Br)cc2)c1 (stereo not given)
-6	Cc1cc(=O)[nH]c(SCC(=O)N2CCN(C(c3ccccc3)c3ccccc3)CC2)n1
2	O=S(=O)(NCC(O)COCc1ccco1)c1cccs1 (stereo not given)
-7	O=C(O)c1cccc2c1NC(c1ccc([N+](=O)[O-])cc1)C1CC=CC21 (stereo not given)
-3	CC(C)(C)c1ccc(Cn2nnc3c(=O)[nH]c(C4CCN(C(=O)Cc5cccs5)CC4)nc32)cc1
-6	COc1ccc(C2C3=C(CCCC3=O)Nc3ncnn32)cc1Br (stereo not given)
-10	CCn1c(SCc2nc3ccccc3[nH]2)nnc1-c1cnccn1
-13	Nc1ccc2c3c(cccc13)CC2
-6	Cc1ccc(-c2noc(CCC(=O)NCCCN3CCCCCC3)n2)cc1
-9	COc1ccc(N2CCN(c3ncnc4sc(C(=O)Nc5cc(Cl)c(OC)cc5OC)c(C)c34)CC2)cc1
0	O=C(Cc1c(C(=O)O)[nH]c2ccc(Cl)cc12)NCC1CCCO1 (stereo not given)
-1	Cc1ccc(CNC(=O)c2ccc3c(=O)n(CC4CCCO4)c(=S)[nH]c3c2)cc1 (stereo not given)
4	O=C(c1ccc2c(c1)OCCO2)C1CCN(S(=O)(=O)c2ccccc2F)CC1
2	Cc1ccc(C(=O)C(C)OC(=O)c2ccc3c(c2)C(=O)N(c2ccccc2C)C3=O)cc1 (stereo not given)
-7	CCOC(=O)C1=C(C)N(c2ccc(C)cc2)C(C)=C(C(=O)OCC)C1c1cccc([N+](=O)[O-])c1
-3	C=C(C)COc1ccc(-c2nc(N)ncc2Oc2ccc(OC)cc2)c(O)c1
-13&-15	Cc1cc(S(=O)(=O)N2CC(=O)N(CCc3ccccc3)C(=O)C2)ccc1F
7	O=c1c2cc(F)ccc2[nH]c(=S)n1CCc1ccccc1
-7	O=C(NCCCN1CCCC1)Nc1cccc2ccccc12
-6	Cc1c(C(=O)NCc2ccccn2)sc2nc(-c3ccccc3)cn12
-3	CCOc1ccc(-n2cnnn2)cc1S(=O)(=O)Nc1c(C)cccc1C
1	COC(=O)c1cccc(CN2C(=O)SC(Nc3ccc(C)cc3)C2=O)c1 (stereo not given)
3	COc1ccc(OC)c(C(=O)c2nc3c(n2O)CCCCC3)c1

Next section:
14-3-3 PPI	compound
4	CCCOc1ccccc1C1CC(=O)NC2=C1C(=O)CCC2 (stereo not given)
-12	Cn1c(SCC(=O)Nc2ccc3c(c2)OCCO3)nnc1-c1ccccn1
-8&-8	Cn1c(=O)oc2cc(C(=O)c3ccccc3)ccc21
-11	Cn1c(=O)c2cc(S(=O)(=O)NCCc3ccccc3)ccc2n(C)c1=O
-4	O=c1c2c(n3nnnc3n1-c1ccccc1)-c1ccccc1CC21CCCC1
-24	O=C(Nc1cccc2nsnc12)c1ccc([N+](=O)[O-])cc1
0	CC1=C(C(=O)Nc2ccccc2)C(c2ccccc2)n2ncnc2N1 (stereo not given)
-7	Cc1ccc2c(c1)N(CC(=O)OC(CC(C)C)C(=O)NC1CCCC1)C(=O)CO2 (stereo not given)
1&-7	CN=C1c2cc3c(Br)c(OC)ccc3n2CCN1C
-26	O=c1oc2cc(O)ccc2cc1-c1nnc(-c2ccccc2)o1
-11	Cc1cc(C)c(C#N)c(SCc2ccc(C#N)cc2)n1
0	COc1ccc(-c2cc(C(F)(F)F)n3nc(C(=O)NCCN4CCOCC4)c(Cl)c3n2)cc1OC
-19	CC1(C)Cc2c(C#N)c(NCCc3ccccc3)nc(-c3ccco3)c2CO1
-3	CCSc1nc2c(c(=O)[nH]c(=O)n2C)n1CCCc1ccccc1
2&2	CC(C)c1ccc(NC(=O)C(c2ccc3c(c2)OCO3)N2CCN(C(=O)c3ccco3)CC2)cc1 (stereo not given)
-4	COc1ccc(Nc2ccc(C(=O)O)cc2[N+](=O)[O-])cc1
3	O=C(O)CCN1C(=O)C(=O)/C(=C(/O)c2ccccc2)C1c1ccccc1F (stereo not given)
-2	CC(NC(=O)C1CCN(S(=O)(=O)c2ccccc2)CC1)c1ccccc1 (stereo not given)
2	CC1CC(=O)Nc2ccc(N)cc2N1C=O (stereo not given)
-2	CCOC(=O)C1CCN(C(=O)c2cc3c(=O)oc4ccccc4c3s2)CC1
-6	Clc1ccccc1CN1CCN(Cc2ccncc2)CC1
-3	O=C(CCCCn1c(=O)[nH]c2ccccc2c1=O)N1CCN(c2cccc(C(F)(F)F)c2)CC1
20	CCSC1=NC(=O)/C(=C2/C=Cc3ccccc3N2CC)S1
3	Cn1c2ccccc2c2ncn(CCCN3CCOCC3)c(=O)c21
3&2	Cc1nc2sc3c(c2c(=O)[nH]1)CCC3
-7	CCCOc1nnc(-c2ccc(Cl)cc2)c2ccccc12
-5	N#Cc1c(NC(=O)CSc2ncnc3c2cnn3-c2ccccc2Cl)sc2c1CCCC2
7	Cn1nnnc1SCC(=O)Nc1cc(C(C)(C)C)nn1-c1ccccc1
-13	Cc1cc(OC(=O)c2ccc(S(=O)(=O)N(C)C)cc2)cc(=O)o1
3	O=C(c1cc2ccccc2oc1=O)N1CCSC1c1ccccc1Cl (stereo not given)
-1	CCCCn1c(SCC(=O)Nc2nnc(C(C)C)s2)nc2c1c(=O)n(C)c(=O)n2C
-4	Cn1c(=O)[nH]c(=O)c2c1nc(CN1CCN(c3ccc(F)cc3)CC1)n2CCN1CCOCC1
-52	Cc1nn(Cc2ccc(C(=O)Nc3sc4c(c3C(=O)OC(C)C)CCC4)o2)c(C)c1[N+](=O)[O-]
-9	CCCOc1ccc(N2C(=O)CC(N(CC34CC5CC(CC(C5)C3)C4)C(C)=O)C2=O)cc1 (stereo not given)
-7	c1ccc(-c2nn3c(Cn4nnc5ccccc54)nnc3s2)cc1
-6	COC(=O)c1ccc(C(=O)OC)c(NC(=O)c2ccc(Cl)cc2[N+](=O)[O-])c1
1	Cc1ccc2c(c1)C(C)CC(C)(C)N2C(=O)CSc1nc(C)cc(C)n1 (stereo not given)
0	CCCC(=O)Oc1ccc2c(=O)c(-c3ccc(OC)c(OC)c3)c(C(F)(F)F)oc2c1
-9	CCc1ccc(S(=O)(=O)N(C(=O)c2cccc([N+](=O)[O-])c2)c2ccc3oc(C)c(C(C)=O)c3c2)cc1
-17	Cc1ccc(C)n1Cc1ccc(C(=O)O)cc1
-1	CCOC(=O)c1cc2c(=O)[nH]c3ccccc3c2n1C
-6	Cn1c(=NC(=O)c2ccco2)sc2cccc(F)c21
0	O=C(c1ncn[nH]1)N1CCN(c2nc(-c3ccccc3)cs2)CC1
7	O=C(O)c1ccc(S(=O)(=O)c2ccccc2Cl)c([N+](=O)[O-])c1
-4	CC(=O)Nc1cc(C(=O)N2CCc3ccccc3C2)ccc1S(=O)(=O)c1ccc(Cl)cc1
-6	O=C(Nc1ccccc1)c1[nH]ncc1[N+](=O)[O-]
-4	Cc1cc(C)c2nc(N=C(NC(=O)c3ccccc3)NC(=O)c3ccccc3)nc(C)c2c1
-18	O=C(Nc1nonc1-c1nc2ccccc2n1CCOC(=O)c1ccc(F)cc1)c1ccc(F)cc1
1	CCCC1(CC)NC(=S)N(c2ccc(C)cc2)N1 (stereo not given)
4	CC(C)OC(=O)c1ccc(NC(=O)COc2ccc(C(C)C)cc2)cc1
-24	O=C(Nc1ccc(Br)cc1)c1cnccn1
6	CCN(CC)C(=O)Oc1ccc(Cl)c2ccccc12
7	O=C(O)c1ccc2cccc(Cl)c2c1O
0	CCOC(=O)c1cnc2c(C(F)(F)F)cccc2c1Nc1ccc(OC)cc1OC
1	Cc1cc(=O)oc(C)c1C(=O)NCC(C)C
-1	CCN(C(=O)CSc1nc2ccccc2c(=O)n1Cc1cccs1)c1cccc(C)c1

Other results.
14-3-3 PPI	compound
5	Cc1ccc(C2=Nc3ccccc3N=C(c3ccc([N+](=O)[O-])cc3)C2)c(O)c1
-19	O=S(=O)(NCCN1CCN(c2ccccc2)CC1)c1cccc2cccnc12
3	CCOC(=O)c1cnc2c(C)c(Cl)ccc2c1Nc1cccc(OC)c1
-5	CC(C)CC1NC2(C(=O)N(Cc3ccccc3F)c3ccccc32)C2C(=O)N(c3ccccc3)C(=O)C12 (stereo not given)
-10	Cc1ccc(S(=O)(=O)NCCSc2nnnn2-c2ccc(C(N)=O)cc2)cc1
-4&-7	OCCN1CCN(CCSc2ccccc2)CC1
7	COc1cccc2cc(-c3nc4ccccc4[nH]3)c(=Nc3sc4c(c3C(N)=O)CCCC4)oc12
-1	C=CCn1c(SCC(=O)Nc2ccc(C(=O)OC(C)C)cc2)nnc1-c1cccs1
0	CC(C)CCNC(=O)[C@H](CC(C)C)NC(=O)[C@H]1O[C@@H]1C(=O)O

A portion from the list above, for reference:
14-3-3 PPI	compound
-4	CC(=O)Nc1cc(C(=O)N2CCc3ccccc3C2)ccc1S(=O)(=O)c1ccc(Cl)cc1
-6	O=C(Nc1ccccc1)c1[nH]ncc1[N+](=O)[O-]
-4	Cc1cc(C)c2nc(N=C(NC(=O)c3ccccc3)NC(=O)c3ccccc3)nc(C)c2c1
-18	O=C(Nc1nonc1-c1nc2ccccc2n1CCOC(=O)c1ccc(F)cc1)c1ccc(F)cc1
1	CCCC1(CC)NC(=S)N(c2ccc(C)cc2)N1 (stereo not given)
4	CC(C)OC(=O)c1ccc(NC(=O)COc2ccc(C(C)C)cc2)cc1
-24	O=C(Nc1ccc(Br)cc1)c1cnccn1
6	CCN(CC)C(=O)Oc1ccc(Cl)c2ccccc12
7	O=C(O)c1ccc2cccc(Cl)c2c1O
0	CCOC(=O)c1cnc2c(C(F)(F)F)cccc2c1Nc1ccc(OC)cc1OC
1	Cc1cc(=O)oc(C)c1C(=O)NCC(C)C
-1	CCN(C(=O)CSc1nc2ccccc2c(=O)n1Cc1cccs1)c1cccc(C)c1
5	Cc1ccc(C2=Nc3ccccc3N=C(c3ccc([N+](=O)[O-])cc3)C2)c(O)c1
-19	O=S(=O)(NCCN1CCN(c2ccccc2)CC1)c1cccc2cccnc12
3	CCOC(=O)c1cnc2c(C)c(Cl)ccc2c1Nc1cccc(OC)c1
-5	CC(C)CC1NC2(C(=O)N(Cc3ccccc3F)c3ccccc32)C2C(=O)N(c3ccccc3)C(=O)C12 (stereo not given)
-10	Cc1ccc(S(=O)(=O)NCCSc2nnnn2-c2ccc(C(N)=O)cc2)cc1
-4&-7	OCCN1CCN(CCSc2ccccc2)CC1
